dFosB act: activators of mouse delta FosB homodimer | P13346 | purified delta FosB, TAMRA-CDK5 oligo fluorescence polarization; percent of positive-control signal above neutral wells | activation, % at 25 µM | 0.99% of 340,000 active | AID 493131;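 active = mean activation above about 17%, with every replicate also reaching it, limit read from the data, passing the limit was not always enough; inconclusive = only one of the two conditions met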;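 note: fluorescence polarization rise as delta FosB binds a TAMRA Cdk5 AP-1 oligo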
Target sequence (P13346 whole entry, looked up): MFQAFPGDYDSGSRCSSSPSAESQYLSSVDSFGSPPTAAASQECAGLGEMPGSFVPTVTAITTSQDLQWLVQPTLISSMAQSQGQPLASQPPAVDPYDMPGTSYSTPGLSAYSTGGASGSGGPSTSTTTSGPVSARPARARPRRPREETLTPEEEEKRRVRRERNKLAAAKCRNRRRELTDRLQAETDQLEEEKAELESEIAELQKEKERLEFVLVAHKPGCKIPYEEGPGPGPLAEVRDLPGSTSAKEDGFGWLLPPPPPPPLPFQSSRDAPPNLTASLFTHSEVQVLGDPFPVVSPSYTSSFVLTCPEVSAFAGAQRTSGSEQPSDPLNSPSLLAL
MITF act: increases MITF-driven TRPM1 promoter luciferase signal | 0.75% of 300,000 active | AID 588334 | activation, % at 12.5 µM | SK-MEL-5 TRPM1-promoter luciferase, 24 h; % of positive control, neutral wells = 0;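 active = mean activation of at least 80% with every replicate also reaching 80%; inconclusive = mean reaches 80% but some replicate falls short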;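 note: 0% = neutral control wells and 100% = parthenolide positive control wells; values of inactives mirror those of a sister screen read the other way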
SR-BI DiI inh: mouse SR-BI HDL lipid transfer inhibition; Q61009; ldlA[mSR-BI] CHO cells, DiI-HDL uptake fluorescence, 3 h; inhibition, % at 12.5 µM; 0.96% of 320,000 active; AID 488896;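 active = mean replicate inhibition of at least 70% and a set share of replicates each scoring 70 or more; inconclusive = meets just one of the two criteria; inactive = fails both criteria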;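 note: 0% = median of neutral control wells and 100% = median of positive control wells; values of inactives mirror those of a sister screen read the other way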
Target sequence (Q61009 whole entry, looked up): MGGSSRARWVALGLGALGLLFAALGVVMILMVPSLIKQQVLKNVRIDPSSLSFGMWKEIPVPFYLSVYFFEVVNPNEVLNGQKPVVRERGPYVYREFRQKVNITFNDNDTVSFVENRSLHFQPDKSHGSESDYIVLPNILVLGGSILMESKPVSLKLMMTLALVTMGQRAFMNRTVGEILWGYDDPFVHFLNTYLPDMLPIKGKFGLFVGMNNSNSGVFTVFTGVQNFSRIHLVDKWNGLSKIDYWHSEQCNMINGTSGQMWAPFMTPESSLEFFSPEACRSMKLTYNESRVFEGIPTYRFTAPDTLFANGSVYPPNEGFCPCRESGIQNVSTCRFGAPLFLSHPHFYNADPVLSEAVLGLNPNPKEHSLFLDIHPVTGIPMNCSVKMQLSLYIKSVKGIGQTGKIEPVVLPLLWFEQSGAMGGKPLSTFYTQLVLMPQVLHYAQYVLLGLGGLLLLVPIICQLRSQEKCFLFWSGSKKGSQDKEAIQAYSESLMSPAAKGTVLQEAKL
HTR5A ag ctr: activates human HTR5A in OPRM1-OPRD1 agonist counter-screen | P47898 | HTR5A agonist assay, luminescence, cell-based | activation, % at 9.3 µM | 0.61% of 340,000 active | AID 504692; in the data active = activation mostly above about 9.5%, no sharp cut-off; inactive = mostly below about 7.6%;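 note: 0% = cells with vehicle only and 100% = reference agonist; strong numbers were not always called active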
PvdQ inh: P. aeruginosa PvdQ acylase inhibition | purified PvdQ acylase, fluorescence plate reader | inhibition, % at 10 µM | 0.063% of 340,000 active | AID 488965; in the data active = inhibition above about 30%, passing the limit was not always enough; inconclusive = no clear call, values can overlap the other calls;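 note: 0% = vehicle neutral wells and 100% = reference inhibitor wells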
NSD2 HMT inh: NSD2 (human) methyltransferase inhibition | NSD2 peptide methylation, AlphaScreen, 120 min | 0.54% of 310,000 active | inhibition, % at 12.5 µM | O96028 | AID 743445; in the data active = inhibition above about 50%
Wnt act: activates Wnt/beta-catenin signaling in a reporter cell assay; AID 743398; activation, % at 9.35 µM; activator, plate reader; 1.2% of 300,000 active; in the data active = activation above about 30%, passing the limit was not always enough; inconclusive = no clear call, values can overlap the other calls;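 note: 0% = neutral control wells and 100% = positive control wells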
HTR5A inv ctr: HTR5A inverse agonism, opioid heterodimer counter-screen; HTR5A cell line, luminescence; inhibition, % at 9.3 µM; 0.083% of 340,000 active; P47898; AID 504634; in the data active = inhibition mostly above about 23%, no sharp cut-off; inactive = mostly below about 18%;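 note: 0% = cells with DMSO and 100% = no-cell wells with DMSO; some compounds called inactive have numbers as strong as hits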
CDK5 p35 inh: CDK5/p35 (human) kinase inhibition | Q00535+Q15078 | Recombinant CDK5/p35, ADP-Glo luminescence, 60 min | inhibition, % at 10 µM | 0.01% of 330,000 active | AID 488839;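 active = highest replicate inhibition of at least 50% and at least 75% of replicates reaching 50%; inconclusive = only one of the two criteria met; inactive = both criteria failed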;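 note: plate controls were DMSO neutral control for no effect and GW8510 at 10 µM for full effect; many of its hits are not listed in these tables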
V-ATPase pH: regulators of yeast V-ATPase proton transport; AID 504577; S. cerevisiae, pHLuorin cytosolic pH fluorescence; 0.37% of 350,000 active; response, % at 10 µM; in the data active = response mostly above about 7.3%, no sharp cut-off; inactive = mostly below about 5.4%; note: actives read high; inactives centre near 0; some compounds called inactive have numbers as strong as hits; reference of the scale not given here
Active calls of the source: *; u = inconclusive; x = no result given.

SMILES	dFosB act	MITF act	SR-BI DiI inh	HTR5A ag ctr	PvdQ inh	NSD2 HMT inh	Wnt act	HTR5A inv ctr	CDK5 p35 inh	V-ATPase pH
O=C(Cc1ccc(Cl)cc1)SCc1ccccc1	-2	27	5	3	-10	x	2	-9	-0.9	0
CC(=O)c1ccc(N2CCN(C(=O)c3cccs3)CC2)c(F)c1	6	22	0	-1	0	-1	1	2	-0.4	0
O=C(O)CNC(=O)c1ccc2c(c1)OCCO2	4	-1	-32	1	-15	-3	x	0	-2.3	-1
O=C(OCCN=C1NS(=O)(=O)c2ccccc21)c1cccc([N+](=O)[O-])c1	7	-2	x	-2	1	0	-4	5	-0.7	5
CC(C)C[C@H](NC(=O)N1c2ccccc2NC(=O)[C@@H]1C(C)C)C(=O)N1CCC[C@@H]1C(=O)O	-4	22	-32	-2	-12	x	4	12	-0.3	1
COC(=O)N/N=C/c1sc(N2CCCCC2)nc1-c1cccs1	-19	17	42	-4	-18	-1	4	10	0.2	-6
Cc1ccc(S(=O)(=O)N[C@H](C(=O)N2CCC(C(=O)N[C@@H](CCC(N)=O)C(=O)O)CC2)C(C)C)cc1	-2	-1	-3	5	5	x	-1	15	1.7	-5
CCOC(=O)Cn1nc(C)c(NC(=O)COc2cccc(Cl)c2)c1C	-1	-5	12	2	-13	-4	-1	-13	2.3	0
CCOc1ncccc1C(=O)Nc1ccccc1F	-6	27	-11	1	0	-3	0	-3	1.6	0
Clc1ccc(-c2ccc(C=Nc3ccc(N4CCOCC4)cc3)o2)cc1	-4	-7	-2	1	-14	0	5	-3	1.4	-1
COc1ccc(CNCc2ccc3ccccc3c2)c(OC)c1	-4	-2	-17	-6	2	4	-3	10	-0.4	0
O=C(N/N=C/c1cccc(NC(=O)c2ccc(Cl)cc2)c1)c1ccc(O)cc1	10	58	x	11	-2	5	0	12	0.0	-1
Cc1ccccc1OCCSc1nnc(-c2ccncc2)n1C	6	-7	6	-3	u	0	x	-27	-1.5	-1
O=C(Nc1cccc(-c2nc3ccccc3[nH]2)c1)c1ccc(C(=O)Nc2cccc(-c3nc4ccccc4[nH]3)c2)cc1	-150	29	-17	1	6	-3	-2	-5	1.1	2
NC(=O)c1ncn([C@@H]2O[C@H](CNCc3cnc(N4CCOCC4)s3)[C@@H](O)[C@H]2O)n1	-8	0	12	-2	15	x	-2	7	2.1	2
COc1cccc(OC(=O)c2ccccc2)c1OC(=O)c1ccccc1	-13	0	x	1	-15	1	-1	-2	-0.4	7
CNC(=O)CSc1nnc(COc2ccc([N+](=O)[O-])cc2)n1C	-8	0	-12	3	-14	0	-2	-19	-2.9	-1
CCOc1ncccc1C(=O)N(CC)CC(=O)NCc1ccc(F)cc1	5	0	x	6	-3	-2	0	-16	-0.9	5
O=C(COC(=O)c1ccco1)c1ccc(S(=O)(=O)N2CCCCC2)cc1	-7	8	-18	-3	-6	1	-4	18	-0.3	3
O=C(COC(=O)C12CC3CC(CC(C3)C1)C2)Nc1ccccc1F	-1	1	-14	6	-13	-1	-7	-14	0.4	-3
CC(C)(C)OC(=O)C[C@H]1C/C=C\C[C@@H](CC(=O)NCCO)C(=O)N[C@H](C(C)(C)C)COC1=O	1	0	-19	-3	-4	x	1	11	0.1	1
CC(C)(C)OC(=O)N1CCN(CCNC(=O)c2ccccc2)CC1	-1	-11	-126	2	-13	4	3	-7	1.7	2
CC(=O)OCC1OC(n2cc(F)c(=O)[nH]c2=O)C(OC(C)=O)C1OC(C)=O (stereo not drawn)	-8	x	-14	0	-11	0	0	22	-0.8	-1
CCCCC(c1nnnn1CS(=O)(=O)c1ccc(C)cc1)N1CCN(C)CC1 (stereo not drawn)	0	4	-22	-2	-16	-1	-11	4	-1.1	3
O=C(NNS(=O)(=O)c1ccccc1[N+](=O)[O-])c1ccncc1	2	7	-31	-3	-5	-3	-2	9	-2.0	0
O=C(c1ccc(F)cc1)N1CCC(C(=O)N2CCN(S(=O)(=O)c3cccc(F)c3)CC2)CC1	-8	0	8	5	-14	-2	0	-16	1.2	-1
Cc1ccc(C(=O)CNc2ccc(Cl)cc2)cc1	0	52	-9	1	4	-6	8	-8	-0.6	-5
COc1ccc(C2CC(c3ccccc3O)=NN2c2ccccc2)cc1 (stereo not drawn)	0	4	55	2	3	-2	3	27	-0.1	5
COc1cccc(N2C(=O)c3ccncc3C2=O)c1	6	7	-26	4	-5	x	2	12	-1.0	12*
O=C(NCCn1cccn1)c1ccc(OC2CCN(CCc3ccccc3)CC2)cc1	-8	7	9	-2	-13	0	-2	1	1.3	1
Cc1ccc(Nc2cc(C)c3ccc(O)cc3n2)cc1C	8	80	x	8	1	48	17	8	0.4	-1
CN(C)c1cccc(N(C)C)c1CNC(=O)NC(=O)c1c(F)cccc1F	-13	0	1	1	-4	0	0	13	-5.2	4
O=c1c2ccc(Cl)cc2[nH]c(=S)n1CCC1=CCCCC1	-3	32	45	5	-15	1	4	9	0.6	3
Cc1nnc(SCC(=O)NC2CCCCC2)n1N	-10	-3	-8	1	2	33	-1	-5	-1.1	2
Cc1ccccc1NC(=S)N(CCCN1CCOCC1)Cc1cccs1	4	-13	5	0	-17	-3	-3	2	0.5	2
COC(=O)c1c(C(=O)OC)c2oc3ccccc3n2c1Cl	4	-9	-36	1	4	0	x	7	1.1	2
O=C(Nc1cccc(N2C(=O)C3C4C=CC(C4)C3C2=O)c1)c1cccs1 (stereo not drawn)	-8	0	1	7	-4	0	0	7	0.7	-4
N#CCCn1c(SCC(=O)N2CCN(S(=O)(=O)c3ccccc3)CC2)nc2ccccc21	-7	18	0	3	-14	2	x	-10	-0.1	4
COc1ccc(-c2nc3nc(C)cc(C)n3n2)cc1	-7	44	-1	4	-6	-16	33*	-24	1.0	-3
CC(C)(C)OC(=O)N[C@H](C(=O)OC(C)(C)C)c1ccc(Br)cc1	-1	11	5	-2	-11	x	1	-3	1.4	4

Overlap with the part before: 3 compounds; new compounds follow.
SMILES	dFosB act	MITF act	SR-BI DiI inh	HTR5A ag ctr	PvdQ inh	NSD2 HMT inh	Wnt act	HTR5A inv ctr	CDK5 p35 inh	V-ATPase pH
N#CCCn1c(SCC(=O)N2CCN(S(=O)(=O)c3ccccc3)CC2)nc2ccccc21	-7	18	0	3	-14	2	x	-10	-0.1	4
COc1ccc(-c2nc3nc(C)cc(C)n3n2)cc1	-7	44	-1	4	-6	-16	33*	-24	1.0	-3
CC(C)(C)OC(=O)N[C@H](C(=O)OC(C)(C)C)c1ccc(Br)cc1	-1	11	5	-2	-11	x	1	-3	1.4	4
CC(C)CN(Cc1cc2ccccc2[nH]c1=O)C(=O)c1cccnc1	1	0	-44	-8	-13	0	x	20	0.4	-2
COc1ccc(NC(=O)CN(C)C(=O)CCc2ccccc2)cc1	5	-3	x	-5	-5	-7	0	14	0.2	-2
c1ccc2c(c1)nc(-c1ccncc1)n2CCNc1nc(CN2CCCCC2)cs1	-3	18	-22	x	-4	x	1	x	-1.0	2
CCC(=O)NC(=S)Nc1cccc(NC(=O)c2ccco2)c1	2	1	16	2	-2	-1	1	-4	1.6	1
Cc1ccc(NC(=O)/C(C#N)=C/c2cc(C)n(-c3ccc(N4CCOCC4)c([N+](=O)[O-])c3)c2C)c(C)c1	3	-13	41	-1	-9	1	x	4	-1.2	0
COc1cccc(CCc2nnc(CCC(=O)N3CCCC3c3nccs3)o2)c1 (stereo not drawn)	-5	x	-18	4	-12	4	9	-32	0.5	2
COc1ccc(-c2cc(-c3cc(F)ccc3O)[nH]n2)cc1OC	6	100*	72*	-1	-5	0	27	-16	1.1	2
CCn1cc(C(=O)NCC2CCCO2)c(=O)c2cc(S(=O)(=O)N3CCCCCC3)ccc21 (stereo not drawn)	-9	x	4	-1	-13	0	-5	16	0.1	1
CC(=O)Nc1ccc(NC(=O)C(C)OC(=O)CSCc2cccc(Cl)c2)cc1 (stereo not drawn)	-7	6	-43	4	-21	1	2	-9	0.2	-2
CS(=O)(=O)N1CCN(Cc2cc(=O)n3ccsc3n2)CC1	-12	0	x	2	-11	0	-1	-6	-2.0	-7
CC(=O)c1ccc(NS(=O)(=O)c2ccc(C)cc2)cc1	-1	9	-5	-4	11	-1	x	7	0.5	3
CSc1ccccc1C(=O)N1CCN(c2cccc(Cl)c2)CC1	-5	-8	4	-1	5	0	-1	16	1.1	-1
O=C(O)CSc1nnc(NC(=O)CN2CCOCC2)s1	0	5	-19	1	-7	0	-1	-4	1.7	-1
Cc1nnc(NC(=O)c2ccc3ccccc3c2)o1	-3	-9	5	-2	1	3	x	-35	-1.9	2
O=C1Nc2cc(C(=O)N3CCN(Cc4ccccc4)CC3)ccc2SC1N1CCOCC1 (stereo not drawn)	-3	-7	13	0	3	-1	x	-37	0.5	0
CC(C)(C)OC(=O)NC1CONC1=O (stereo not drawn)	-4	-2	9	2	10	0	x	-6	-0.4	-4
CCC1CCc2c(sc3nc(SCC(=O)NCc4ccco4)n(-c4ccccc4)c(=O)c23)C1 (stereo not drawn)	-16	-11	-6	2	7	-2	x	-20	2.6	1
Cc1ccccc1NC(=O)CSCc1cc(=O)n2ccsc2n1	0	2	-21	-3	-8	0	-3	12	-0.3	0
O=C(NCc1ccco1)c1ccc(Cn2c(=O)c3ccccc3n(Cc3cccc(F)c3)c2=O)cc1	2	x	48	-3	-5	x	x	-1	0.9	-1
CCOC(=O)c1ccc(NC(=O)C2(c3ccc(OC)cc3)CCOCC2)cc1	1	4	-4	-1	-9	1	-2	2	2.0	0
O=C(CN1CCC(n2cnc3cc(F)ccc32)CC1)Nc1ccccc1Br	-10	-14	4	4	7	0	-3	-10	1.8	0
CCC(=O)N1CCCc2cc(S(=O)(=O)N3CCC(N4CCCCC4)CC3)ccc21	-2	10	-7	4	1	x	x	-4	0.6	-7
Cc1ccc(C)c(NC(=O)CN(C)C(=O)COc2ccc3ccccc3c2)c1	-1	-14	3	3	-12	-1	-7	-10	-1.6	0
Cc1cccc(-c2nc3c(c(SCC(N)=O)n2)CCCC3)c1	-11	5	10	2	-10	4	-3	4	2.0	-1
Cc1[nH]c2ccccc2c1/C=N/NC(=O)CNC(=O)c1ccc2c(c1)OCCO2	-4	-8	13	11	5	0	-2	-32	-0.7	6
COc1ccc(-c2oc(NC(=O)c3ccc(C)cc3)c(C#N)c2-c2ccc(OC)cc2)cc1	-9	x	45	2	-8	1	x	-8	-2.1	2
Cc1ccc(NC(=O)C2CCCN(C(=O)c3ccc(Cl)cc3)C2)c(C)c1 (stereo not drawn)	-2	8	11	5	9	2	-2	-15	-0.1	-2
Cc1cc2c(Nc3ccccc3)ncnc2s1	-2	14	6	0	-7	-3	5	5	1.6	2
CC(=O)c1c(C)c[nH]c1C	3	0	-30	-1	-1	-1	x	12	0.4	-4
Cc1cccc(C)c1NC(=O)c1cnccn1	2	x	2	8	-1	-7	0	-31	0.2	-2
COc1cc2c(cc1[N+](=O)[O-])-c1ccccc1C2	1	26	34	2	-12	1	-12	-5	0.9	3
CCC1CCCCN1S(=O)(=O)c1ccc(NC(=O)CSc2ncccc2C(=O)O)cc1 (stereo not drawn)	-7	-6	-9	5	9	x	x	-16	2.4	3
COc1ccc2[nH]c(=O)c(CN(Cc3nnnn3Cc3ccccc3)CC3CCCO3)cc2c1 (stereo not drawn)	-1	2	-16	1	5	0	16	-7	0.7	-3

Source: PubChem BioAssay (several laboratories)
